# Screening data as filed in PubChem BioAssay.
# PPARg SRC2 recr: agonists of SRC-2 recruitment by human PPARgamma | P37231 | PPARgamma LBD-SRC-2 recruitment, biochemical | activation, % at 8 µM | actives 0.34% (n = 200,000) | AID 1032; in the data active means activation above about 22%;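 further: 0% = vehicle and 100% = reference agonist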
# Target sequence (P37231 whole entry, looked up, the tested form may be a part): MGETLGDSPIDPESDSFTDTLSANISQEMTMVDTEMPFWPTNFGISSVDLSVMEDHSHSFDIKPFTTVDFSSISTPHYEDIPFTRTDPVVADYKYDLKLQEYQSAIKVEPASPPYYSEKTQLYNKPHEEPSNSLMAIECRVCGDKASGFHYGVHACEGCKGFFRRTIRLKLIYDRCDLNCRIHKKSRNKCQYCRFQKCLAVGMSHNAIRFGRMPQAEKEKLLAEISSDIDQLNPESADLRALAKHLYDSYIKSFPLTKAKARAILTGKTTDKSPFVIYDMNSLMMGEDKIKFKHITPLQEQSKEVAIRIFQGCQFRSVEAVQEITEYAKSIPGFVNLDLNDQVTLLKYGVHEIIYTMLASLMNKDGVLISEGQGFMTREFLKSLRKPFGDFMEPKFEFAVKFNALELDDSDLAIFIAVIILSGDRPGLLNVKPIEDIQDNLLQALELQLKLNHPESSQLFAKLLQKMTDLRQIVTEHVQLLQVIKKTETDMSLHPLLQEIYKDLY
# TNAP act hi DEA: activators of human TNAP at high phosphate acceptor concentration. P05186. purified TNAP, CDP-star luminescence, 1 M DEA, 30 min; stronger effect = higher value; 0 = EDTA background, 1 = DMSO-only activity. activation factor at 20 µM. 200,000 tested, under 10 active;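 active means activation factor at least 2 at 20 µM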
# Target sequence (P05186 whole entry, looked up): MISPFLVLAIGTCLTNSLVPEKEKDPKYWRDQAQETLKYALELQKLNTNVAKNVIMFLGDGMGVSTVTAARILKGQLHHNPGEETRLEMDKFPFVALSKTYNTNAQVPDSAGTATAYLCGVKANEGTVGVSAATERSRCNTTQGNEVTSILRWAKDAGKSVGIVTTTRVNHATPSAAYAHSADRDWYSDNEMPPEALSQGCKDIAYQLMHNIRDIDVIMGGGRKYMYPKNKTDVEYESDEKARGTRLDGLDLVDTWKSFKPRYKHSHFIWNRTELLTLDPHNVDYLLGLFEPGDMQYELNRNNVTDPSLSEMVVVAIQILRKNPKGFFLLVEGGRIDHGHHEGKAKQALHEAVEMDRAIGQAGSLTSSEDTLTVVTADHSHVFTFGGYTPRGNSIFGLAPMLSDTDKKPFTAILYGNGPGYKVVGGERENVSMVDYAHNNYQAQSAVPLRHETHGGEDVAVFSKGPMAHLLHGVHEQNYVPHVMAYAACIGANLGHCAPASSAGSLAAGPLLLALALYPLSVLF
#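 Assay system: human TNAP; Input: enzyme diluted 1/800 final; Reagent: CDP-star luminogenic substrate at 100 µM final; Timing: 30 min, room temperature; Signal: luminescence; Evaluation: TNAP activation factor scaled between EDTA and DMSO control wells.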
# SRC2 TRFRET art: TR-FRET artefact, counter-screen to PPARgamma/SRC-2 agonist assay; actives 0.4% (n = 200,000); AID 1049; stronger effect = higher value; TR-FRET ratio at 8 µM; in the data active means TR-FRET ratio above about 2000; further: inactives centre near 1500
# TNAP inh hi DEA: TNAP (human) inhibition, high acceptor; P05186; purified TNAP, CDP-star luminescence, 1 M DEA; inhibition, % at 20 µM; actives 0.03% (n = 200,000); AID 1135;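 active means over 50% inhibition of tissue-nonspecific alkaline phosphatase at 20 µM in the single-dose screen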;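 further: plate controls were DMSO wells for no effect and EDTA-quenched wells as full inhibition for full effect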
# bIAP act: increases bovine intestinal alkaline phosphatase activity. purified bovine IAP, CDP-star luminescence, 30 min; stronger effect = higher value; fold of DMSO-control signal, blank-subtracted. activation factor at 20 µM. actives 0.17% (n = 200,000). AID 1016;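 active means activation factor of 2 or more at 20 µM, a signal rise over negative controls twice the positive control's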
# PPARg SRC-3 ag: PPARgamma-driven SRC-3 recruitment agonism | P37231 | biochemical PPARgamma/SRC-3 coactivator recruitment assay | activation, % at 8 µM | actives 0.26% (n = 200,000) | AID 731; in the data active means activation above about 23%;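 further: 0% = DMSO and 100% = reference agonist; some compounds past the cut are filed as inactive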
# PPARg SRC1 recr: agonists of human PPARgamma SRC-1 coactivator recruitment; actives 0.41% (n = 200,000); activation, % at 8 µM; P37231; PPARgamma-SRC-1 coactivator recruitment biochemical assay; in the data active means activation above about 19%;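 further: 0% = DMSO and 100% = reference agonist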
# HMGR II inh: inhibitors of class II HMG-CoA reductase from Enterococcus faecalis; purified E. faecalis HMGR, NADPH absorbance 340 nm kinetic; inhibition, % at 10 µM; actives 0.41% (n = 190,000); AID 1066;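 active means inhibition above a set limit, the median over all tested compounds plus 3 SD, cut at about 9.5% in these data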;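 further: enzyme runs in reverse so mevalonate oxidation gives rising NADPH absorbance; 0% = complete reaction with DMSO and 100% = background rate lacking mevalonate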
# bIAP inhibitor: intestinal alkaline phosphatase (bovine) inhibition. purified bovine IAP, CDP-star luminescence, 30 min. inhibition, % at 20 µM. 190,000 tested, under 10 active. AID 1019;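 active means over 50% inhibition of intestinal alkaline phosphatase at 20 µM in the single-dose screen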
#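 System: Purified bovine intestinal alkaline phosphatase (IAP) enzyme | Input: IAP diluted 1/65,000,000 in the well | Also added: CDP-star chemiluminescent phosphatase substrate, 30 µM final | Dosing: 20 µM single dose | Times: Enzyme reaction for 30 min at room temperature | Detection: Luminescence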
# TNAP inh no acc: TNAP (human) inhibition, acceptor-free conditions; P05186; purified TNAP, CDP-star luminescence, 30 min; inhibition, % at 20 µM; actives 0.26% (n = 200,000); AID 1012;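 active means tissue-nonspecific alkaline phosphatase inhibition above about 50% at 20 µM in the single-dose screen, limit read from the data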;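 further: 0% = DMSO negative control and 100% = EDTA positive control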
# * marks the source's active call; other numbers are inactive results; x = no result given.
SMILES,PPARg SRC2 recr,TNAP act hi DEA,SRC2 TRFRET art,TNAP inh hi DEA,bIAP act,PPARg SRC-3 ag,PPARg SRC1 recr,HMGR II inh,bIAP inhibitor,TNAP inh no acc
COc1ccccc1N1CCN(C(=O)COc2ccc(C)cc2Br)CC1,3,1,1528,0,1,0,-4,1,2,-9
COc1cc2c(cc1OC)-c1cc(NC3CCCC3)nc(=O)n1CC2,-4,1.1,1429,-7,1.2,0,8,-4,-16,5
CCC(CC)c1nnc(NC(=O)c2ccc(N3CCCC3=O)cc2)s1,-6,1.1,1577,-6,0.9,5,8,-6,5,-2
Cc1sc2ncnc(N3CCCC(C)C3)c2c1C (stereo not drawn),8,1.1,1605,-8,1,8,7,-3,-4,-14
Cc1ccc(S(=O)(=O)CCc2nnc(N)s2)cc1C,16,1,1552,3,1,20,10,0,2,-5
c1ccc(C(c2nnnn2Cc2ccco2)N2CCN(C3CCCC3)CC2)cc1 (stereo not drawn),-3,1,1413,-2,1.1,-5,-5,-4,-13,-7
Cc1ccc(NC(=O)COC(=O)CN2CSCC2=O)cc1C,-1,1.1,1574,-6,1,-9,1,-1,0,-18
Cc1cccc2cc(CN(CC3CCCO3)C(=O)c3ccco3)c(=O)[nH]c12 (stereo not drawn),1,1,1556,-2,1,-2,-2,-1,1,-7
Cn1cccc1C(=O)NC(=O)COC(=O)CC12CC3CC(CC(Br)(C3)C1)C2,14,1,1604,-2,1,0,6,-6,0,-5
CCC(CC)C(=O)Nc1ccc(Sc2ccc([N+](=O)[O-])cc2)cc1,3,1,1653,-3,1,9,2,-2,1,-9
CN(C)c1ccc(/C=C/c2cc[n+]([O-])cc2)cc1,5,1,1267,3,0.8,6,11,-5,21,-12
O=C(N/N=C/C(Cl)=C/c1ccccc1)c1cnccn1,2,1,1562,1,1,13,0,14*,-1,-4
CCOc1cc(N2CCOCC2)c(OCC)cc1NC(=O)c1ccc(S(C)(=O)=O)cc1,3,1,1412,1,1,2,1,-3,5,-8
Cc1ccc(C(=O)Nc2nnc(CC(=O)N/N=C/c3ccncc3)s2)cc1,-3,1,1697,-1,1.1,0,3,-1,-7,-8
CC(C)NC(=O)NCCCCCCS(C)=O (stereo not drawn),13,1,1747,-4,1,-1,14,-4,2,-6
CSc1nnc(-c2cc(Br)ccc2N=Cc2c(C)[nH]n(-c3ccccc3)c2=O)c(=O)[nH]1,7,1,1653,-4,1,-2,0,2,-1,1
CNC(=O)CN(c1ccc(F)cc1)S(=O)(=O)c1cc(C)ccc1OC,4,1,1449,2,1.1,-16,-1,3,-11,-13
CC1C(c2ccccc2)N(C)C(c2ccccc2)C(C)C1(O)C#Cc1ccccc1 (stereo not drawn),-8,1.1,1611,-6,1.5,2,-1,-1,-50,-40
COc1ccc(N2CCN(Cc3cc(=O)oc4cc5c(cc34)CCCC5)CC2)cc1,-1,1.1,1726,-14,0.6,10,3,1,43,-50
COc1ccc(CC2(CO)CCN(S(=O)(=O)c3c(C)nn(C)c3Cl)CC2)cc1,7,1.1,1476,-8,1,5,6,-2,-4,0
O=CN1CCC(=O)N(Cc2ccccc2)c2ccccc21,0,1,1574,-3,0.9,-1,-7,-5,10,-5
O=C(Nc1ccc(Cl)cc1C(=O)NCC1CCCO1)c1ccco1 (stereo not drawn),-2,1.1,1557,-6,0.9,7,-4,2,7,-12
O=C(CN1C(=O)C2CC=CCC2C1=O)OCCN1C(=O)c2ccccc2C1=O (stereo not drawn),-3,1.1,1502,-6,1,-10,-1,-4,-4,-12
COc1ccccc1/C=C/C=N/N1CCN(Cc2ccccc2)CC1,15,1,1615,2,1.4,5,4,0,-36,-9
COc1ccc(Nc2c3c(c(C#N)c4nc5ccccc5n24)CCC3)cc1,10,1,1464,-4,1.1,16,8,-3,-6,-5
O=C(N/N=C/C(Br)=C/c1ccccc1)NC1CCCCC1,2,1,1543,-3,1,8,3,-2,4,-8
COc1ccc(-c2c(C)n([O-])c3c([n+]2=O)CCCCC3)cc1OC,6,1.1,1628,-6,0.9,1,-3,-6,6,-10
O=C(Oc1ccccc1-c1csnn1)c1cccs1,0,1,1505,0,0.9,7,2,1,9,-2
O=C(CN1CCCCC1)Nc1ccc(Br)cc1[N+](=O)[O-],-3,1,1486,-1,0.9,-2,-6,2,10,-4
N#Cc1c(SCc2ccccc2)sc(C(=O)c2ccccc2)c1N,4,1,1400,2,0.9,10,5,-4,5,-11
Cc1c(NC(=O)NC2CCCCC2)cccc1[N+](=O)[O-],1,1,1543,0,1,8,13,2,3,-3
O=C(NCCSc1ccc(Cl)cc1)c1ccco1,-2,1,1426,-3,0.7,-2,-4,-4,29,-5
COC(=O)c1ccc(OC(=O)CCN2C(=O)C3C4c5ccccc5C(c5ccccc54)C3C2=O)cc1 (stereo not drawn),-3,1,1659,0,0.9,-1,1,4,8,-9
O=c1c2ccccc2cnn1-c1ccc(Cl)nn1,6,1,1754,0,1,7,16,-5,-4,-4
COc1ccccc1NCc1ccc([N+](=O)[O-])s1,-1,1,1540,5,0.9,5,2,-3,11,-3
CC1CCCN(C(=O)c2ccc3c(=O)n(C4CCCC4)c(=S)[nH]c3c2)C1 (stereo not drawn),-13,1,1408,-3,0.9,1,-2,0,8,-1
CCOC(=O)C1CCN(C(=O)CCc2c(C)nc3cc(-c4ccccc4)nn3c2C)CC1,6,1.1,1477,-6,1,0,6,-5,2,2
COC(=O)c1ccccc1NC(=O)CSc1nnnn1C,-2,0.9,1518,7,1,5,-7,-2,-1,-6
Nc1nnc(SCC(=O)Nc2cc(C(F)(F)F)ccc2N2CCOCC2)s1,-1,1.1,1292,-6,1,-4,3,-8,-3,-9
Cn1c(=O)n(CC(=O)N2CCN(c3nnc(-c4ccccc4)c4ccccc34)CC2)c2ccccc21,-5,0.9,1202,6,0.9,15,-6,0,6,8

# Seven of the entries above in order of the PPARg SRC-3 ag value, rising.
Compound	PPARg SRC-3 ag
Nc1nnc(SCC(=O)Nc2cc(C(F)(F)F)ccc2N2CCOCC2)s1	-4
O=C(NCCSc1ccc(Cl)cc1)c1ccco1	-2
CCOC(=O)C1CCN(C(=O)CCc2c(C)nc3cc(-c4ccccc4)nn3c2C)CC1	0
CC1CCCN(C(=O)c2ccc3c(=O)n(C4CCCC4)c(=S)[nH]c3c2)C1 (stereo not drawn)	1
COc1ccccc1NCc1ccc([N+](=O)[O-])s1	5
O=c1c2ccccc2cnn1-c1ccc(Cl)nn1	7
Cn1c(=O)n(CC(=O)N2CCN(c3nnc(-c4ccccc4)c4ccccc34)CC2)c2ccccc21	15

# Reprinted at random: two records from the list.
SMILES,PPARg SRC2 recr,TNAP act hi DEA,SRC2 TRFRET art,TNAP inh hi DEA,bIAP act,PPARg SRC-3 ag,PPARg SRC1 recr,HMGR II inh,bIAP inhibitor,TNAP inh no acc
Cc1c(NC(=O)NC2CCCCC2)cccc1[N+](=O)[O-],1,1,1543,0,1,8,13,2,3,-3
O=C(Nc1ccc(Cl)cc1C(=O)NCC1CCCO1)c1ccco1 (stereo not drawn),-2,1.1,1557,-6,0.9,7,-4,2,7,-12

# Further entries follow:
SMILES,PPARg SRC2 recr,TNAP act hi DEA,SRC2 TRFRET art,TNAP inh hi DEA,bIAP act,PPARg SRC-3 ag,PPARg SRC1 recr,HMGR II inh,bIAP inhibitor,TNAP inh no acc
CC(C)OC(=O)c1cccnc1N1CCN(c2ccc(F)cc2)CC1,1,1.1,1602,-7,0.9,2,6,-1,6,-1
CC1CCN(C(=O)c2ccc(S(=O)(=O)Cc3cc(F)ccc3F)c([N+](=O)[O-])c2)CC1,-4,1,1368,-1,0.8,-4,-6,-3,19,-3
CCC(=O)N1CCc2cc(S(=O)(=O)NC(C(=O)NC(C)c3ccccc3)C(C)C)ccc21 (stereo not drawn),6,1.1,1591,-7,0.8,4,-2,0,15,-19
CCOC(=O)C1(Cc2cccc(OC)c2)CCN(C2CCOCC2)CC1,2,1.1,1437,-6,1,0,-4,-1,-4,-11
Cc1nc2cc3ccccc3cc2n1C,17,1.1,1565,-6,1,6,0,-1,2,-6
O=C(CCC(=O)N/N=C/c1ccc(Br)s1)NCc1ccccc1,2,1.1,1740,-6,1,5,-2,-3,3,-14
O=C(c1cc2c(ccc3ccccc32)oc1=O)N1CCCC1,-16,1.1,1385,-5,0.9,3,-2,2,7,-11
CC(CCc1ccccc1)NC(=O)C(=O)N1CCOCC1 (stereo not drawn),7,1.1,1637,-6,1,3,8,-3,-5,-10
COc1cccc(Nc2nnc(SCn3nnc4ccccc4c3=O)s2)c1,5,1.1,1793,-7,0.9,4,3,-5,5,-11
COc1ccc(NC(=O)Nc2cccs2)cc1OC,1,1,1670,0,0.9,0,8,-1,8,-12
COc1ccccc1S(=O)Cc1ccc(C(=O)O)o1 (stereo not drawn),5,1,1520,-2,1,3,0,-2,1,-12
COc1ccc(/C=C(\C#N)c2n[nH]c(Cn3cncn3)n2)cc1,3,1.1,1704,-6,1,1,-2,-5,-2,-2
COc1ccccc1-n1nnnc1SCc1ccccc1,6,1,1489,-1,0.4,4,1,-5,x,-10
O=C(Cn1c2ccccc2c(=O)c2ccccc21)N/N=C/c1ccc(N2CCCC2)c([N+](=O)[O-])c1,3,1,1724,3,1,1,9,-8,5,-4
CC1=CC2=NC(=O)/C(=C\c3ccc(-c4cccc(Cl)c4)o3)C(=N)N2O1,6,1,1807,1,1,5,5,-7,3,-4
CN(C)c1ccc(N=Nc2ccccc2C(=O)OCC(=O)N(C)C2CCCCC2)cc1,-2,0.7,1484,34,0.9,1,0,-8,8,22
c1ccc(Cn2c(-c3ccco3)nc3nc4ccccc4nc32)cc1,3,1,1605,-2,0.9,3,15,1,9,-8
O=C(Cc1cccs1)Nc1nc(-c2ccccc2)cs1,-3,1,1351,-1,0.9,-4,-3,-5,11,-17
Cc1c(CCC(C)C)c(=O)n2c([nH]c3ccccc32)c1C#N,8,1,1615,0,0.9,6,-3,-1,10,-5
Cc1ccc(C(=O)Nc2ccc3c(c2)OCO3)cc1S(=O)(=O)N1CCCCC1,9,1.1,1555,-6,0.9,-10,-2,-4,13,-11
CCOc1cc(/C=C2/NC(=O)N(CC(=O)OC)C2=O)ccc1O,5,0.9,1568,11,0.8,5,5,9,23,4
C[n+]1ccc(/C=C/c2c[nH]c3ccccc23)cc1,6,0.8,1743,15,1,14,13,2,1,7
Cc1ccc(CNC(=O)C2COc3ccccc3O2)cc1 (stereo not drawn),12,1.1,1669,-6,1,1,-2,-5,0,-12
Nc1nc(-c2ccc3ccccc3c2)cs1,17,1.1,1786,-7,1.1,5,15,0,-9,-12
CCP(=O)(c1ccccc1)C(C)(C)O (stereo not drawn),-3,1.1,1625,-5,0.9,2,7,-2,7,-12
Cn1c(O)c(/C=N/Nc2ccccc2)c(=O)n(C)c1=O,8,1,1771,1,1.1,-1,2,-2,-5,-11
S=C(NCCC(c1ccccc1)c1ccccc1)Nc1ccc(Cl)cc1,-7,1.3,1560,-32,1.3,-2,0,-1,-32,-78
O=C(CSc1ccc(Cl)cc1)Nc1ccc(N2CCN(C(=O)c3ccco3)CC2)cc1,-8,1,1304,4,0.9,-5,5,-4,6,-4
C/C(N)=C(/C#N)C(=O)COC(=O)CCCNC(=O)c1ccc(Cl)cc1,2,1,1578,-4,1,2,5,-4,-5,-16
O=C1c2ccccc2C(Nc2ccc3c(c2)OCO3)N1Cc1ccco1 (stereo not drawn),1,1,1520,-4,0.8,13,4,-8,18,-9
